# Screens: PubChem BioAssay, The Scripps Research Institute Molecular Screening Center
# GPR151 ag: activators of human GPR151, primary screen, cell-based, PathHunter beta-arrestin, luminescence | G-protein coupled receptor 151 (Homo sapiens), Q8TDV0 | activation, % at 11.2 µM | PathHunter beta-arrestin GPR151 cells | 650,000 compounds, 1% hits; in the data active = activation above about 4.9%;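 also: 0% = median of compound wells and 100% = cells with positive control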
# Target sequence (Q8TDV0 whole entry, looked up): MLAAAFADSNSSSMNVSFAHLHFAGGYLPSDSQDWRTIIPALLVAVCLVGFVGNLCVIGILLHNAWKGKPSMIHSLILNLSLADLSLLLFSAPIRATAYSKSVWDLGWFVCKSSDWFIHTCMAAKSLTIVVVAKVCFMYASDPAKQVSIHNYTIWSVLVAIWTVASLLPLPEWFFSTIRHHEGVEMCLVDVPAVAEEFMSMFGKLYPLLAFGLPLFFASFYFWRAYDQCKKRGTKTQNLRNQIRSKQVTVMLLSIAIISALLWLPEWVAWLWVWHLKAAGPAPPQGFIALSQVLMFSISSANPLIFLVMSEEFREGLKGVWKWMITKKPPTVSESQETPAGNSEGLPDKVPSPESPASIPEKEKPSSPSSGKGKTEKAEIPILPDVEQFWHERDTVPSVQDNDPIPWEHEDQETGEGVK
# MITF primary: MITF inhibitors, primary screen, biochemical, AlphaScreen, human | inhibition, % at 2.6 µM | Microphthalmia-associated transcription factor (Homo sapiens), O75030 | AlphaScreen MITF homodimerization, bead proximity signal | 650,000 compounds, 0.91% hits; in the data active = inhibition above about 50%;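 also: 0% = vehicle wells with protein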
# Target sequence (O75030 whole entry, looked up): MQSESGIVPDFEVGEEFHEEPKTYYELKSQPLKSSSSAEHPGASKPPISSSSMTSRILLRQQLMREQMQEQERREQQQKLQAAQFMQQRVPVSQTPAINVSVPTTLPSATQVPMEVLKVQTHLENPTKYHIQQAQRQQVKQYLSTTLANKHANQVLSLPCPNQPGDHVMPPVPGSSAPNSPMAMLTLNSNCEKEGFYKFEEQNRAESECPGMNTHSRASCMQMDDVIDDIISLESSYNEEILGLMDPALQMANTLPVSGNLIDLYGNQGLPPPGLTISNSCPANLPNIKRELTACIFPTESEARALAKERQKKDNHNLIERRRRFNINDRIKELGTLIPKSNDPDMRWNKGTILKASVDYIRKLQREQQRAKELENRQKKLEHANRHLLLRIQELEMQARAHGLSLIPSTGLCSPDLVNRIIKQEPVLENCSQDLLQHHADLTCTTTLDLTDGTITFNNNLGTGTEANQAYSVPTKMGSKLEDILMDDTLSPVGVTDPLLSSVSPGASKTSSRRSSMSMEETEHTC
# TEAD-YAP block: TEAD-YAP interaction inhibition, primary screen, TEAD-YAP interaction inhibitor project, luminescence, HEK-TIYL cells | TEAD-Gal4/YAP UAS-luciferase luminescence | inhibition, % at 9.12 µM | 640,000 compounds, 1.4% hits; in the data active = inhibition above about 32%;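 also: 0% = median of test compound wells and 100% = reference inhibitor wells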
# FBW7 activator: FBW7 E3 ligase activators, primary screen, biochemical, AlphaScreen, human; AID 1259310, 2017; F-box/WD repeat-containing protein 7 (Homo sapiens), Q969H0; AlphaScreen FBW7–phospho-cyclin E peptide binding, activator screen; normalized activity (activation), % at 26.1 µM; 650,000 compounds, 0.13% hits; in the data active = normalized activity above about 1.9%;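 also: purified mutant Fbw7 with reduced substrate affinity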
# * = called active by the depositor; & = joins results of further samples.
SMILES,GPR151 ag,MITF primary,TEAD-YAP block,FBW7 activator
COc1ccc2c(c1)c(=O)c1ccccc1n2CC(=O)Nc1cccc(C(F)(F)F)c1,0.1,8,-14,0.0
O=C(Nc1ccccc1NC(=O)c1cccnc1)c1cccnc1,0.7,2,-1,-0.1
COc1cc(/C=N/NC(=O)Cn2c(-c3nonc3N)nc3ccccc32)ccc1O,-0.4,6,45*,-0.2
Cc1nc(NC(=O)Cn2c(=O)oc3ccccc32)sc1C,-1.4,4,-24,-0.1
COc1ccccc1NCN1C(=O)C2CC=C(Cl)CC2C1=O (centres undefined),0.8,11,1,0.3
CCC(OCC(O)CN1CCN(c2ccc(OC)cc2)CC1)c1ccccc1 (centres undefined),-1.2,1,10,0.1
CC(C)(CO)NC(=O)Nc1ccc(Cl)c(Cl)c1,0.0,-4,5,-0.1
NC(=O)c1sc(=S)n(-c2ccccc2)c1N,0.3,0,-1,-0.2
O=C(O)CN1C(=O)/C(=C/c2ccc(OCc3ccc([N+](=O)[O-])cc3)cc2)SC1=S,-0.1,-7,0,-0.3
Cn1c(NC(=O)c2cccc([N+](=O)[O-])c2)cc(=O)n(C)c1=O,-0.9,11,1,-0.1
Cc1onc(-c2ccccc2Cl)c1C(=O)NC(C)(C)CO,1.9,4,9,0.2
NS(=O)(=O)c1ccc(-c2sc(NC(=O)C3COc4ccccc4O3)nc2-c2ccncc2)cc1 (centres undefined),1.9,1,12,-0.1
Cc1ccc(-n2nnn(C3CC(=O)C4OCC3O4)c2=S)cc1 (centres undefined),-0.7,-9,-7,0.1
Cc1ccc(C(=O)c2c(NC(=O)CSc3nnnn3C)sc3c2CCCC3)cc1,0.8,12,-1,-0.2
Cc1ccccc1NC(=O)C1C(C(=O)O)C2C=CC1C21CC1 (centres undefined),-0.7,-4,5,-0.1
COc1cccc(CN2C(=O)Nc3ccccc3C(=O)N2C(C)(C)C)c1,-0.2,9,2,0.0
Cc1cc(C)c2c3c(sc2n1)C(=O)N(c1ccc(F)cc1)CC(=O)N3,5.6*,4,2,-0.1
O=C(Nc1ccc(F)cc1)c1ccc(=O)oc1,0.3,6,3,-0.1
CN1CCCN(C(=O)/C(=C/c2cccc(F)c2)NC(=O)c2ccccc2Br)CC1,-0.7,2,3,0.0
COc1cccc(-c2nc(-c3ccccc3)c(-c3ccccc3)[nH]2)c1O,1.8,-1,0,-0.1
O=C(CCC(=O)c1ccc(Cl)cc1)OCC(=O)c1ccccc1,-0.6,-2,-2,-0.2
CC(=O)c1cc(C)ccc1OC(=O)c1cccc(F)c1,0.1,8,-3,0.2
CC(C)CC(NC(=O)c1cccnc1)c1nnc2n1CCN(Cc1ccccc1)CC2 (centres undefined),0.6,2,1,0.2
Cc1ccc(-n2c(=S)[nH]c3c(sc(=S)n3-c3ccc(Cl)c(C)c3)c2=O)cc1,-1.1,-6,-8,0.0
CCC(C)(C)C1CCC(NC(=O)C(=O)Nc2ccc3c(c2)OCO3)CC1 (centres undefined),-0.1,-8,-3,-0.2
CC1=NNC(=O)/C1=C/c1cn(-c2ccccc2)nc1-c1ccc(C)o1,0.4,22,-41,-0.2
C/C(CCc1ccco1)=N\NC(=O)CNc1ccc(F)cc1,-0.5,14,9,0.1
NC(=O)C1CCN(Cc2ccc(Cl)cc2)CC1,0.7,9,-7,-0.5
CCCC(=O)NC(=S)Nc1ccc(S(=O)(=O)NC2CCCCC2)cc1,1.4,6,7,0.0
COc1ccc(N(C2C=CS(=O)(=O)C2)S(=O)(=O)c2ccc([N+](=O)[O-])cc2)cc1 (centres undefined),-0.9,6,13,-0.1
O=C(Nc1cc(Cl)ccc1[N+](=O)[O-])c1cccn(OCc2ccc(F)cc2)c1=O,0.4,6,7,0.2
Cc1ccc(-c2csc(NC(=O)c3ccc(S(=O)(=O)N4CC(C)CC(C)C4)cc3)n2)c(C)c1 (centres undefined),1.3,-4,5,-0.4
COCCCNC(=S)N1CCC(NC(=O)c2ccc(C(C)(C)C)cc2)CC1,3.2,7,-2,0.0
Cc1ccc(N2C(=O)CC(c3cccnc3)C3=C2CCCC3=O)cc1 (centres undefined),-0.5,-2,-1,0.0
COc1ccc(/C=N/Nc2n[nH]c(=O)[nH]c2=O)cc1,0.4,8,12,0.0
O=C(Nc1ccc(Oc2ccc(Cl)c3ccccc23)c(Cl)c1)c1cccs1,0.7,4,16,0.0
COC(=O)C12CC3CC(C1)CC(c1ccc(C)cc1)(C3)C2,1.5,-2,4,0.0
COc1cc(Nc2nc(-c3ccc(C(N)=O)cc3)nc3c2ncn3C(C)C)cc(OC)c1OC,0.8,16,41*,-0.1
CN1CCCC(OC(=O)c2ccc(F)cc2)C1 (centres undefined),0.7,6,6,0.3
CCOC(=O)c1c(NC(C)=O)sc2c1CC(C)(C)OC2,2.5,8,4,0.0
O=C(CCc1cccc(Oc2ccc(F)cc2)c1)NCCc1ccncc1,4.1,7,-2,0.0
O=C(O)c1ccc(Oc2cccc(Oc3ccc(C(=O)O)c(C(=O)O)c3)c2)cc1C(=O)O,-0.1,-6,-3,-0.3
COc1ccc(-n2c(SCC(=O)Nc3ccc(C)cc3)nc3[nH]ncc3c2=O)cc1,-1.5,-3,20,-0.1
CCOC(=O)N1CCC(n2c(SCc3nc4ccccc4[nH]3)nc3ccsc3c2=O)CC1,0.5,6,-2,0.1
CCN1CCN(c2ccc(N3CCN(C(=O)c4ccc(OC)cc4)CC3)nn2)CC1,-0.7,-5,1,-0.1
COc1ccccc1C1C(C(C)=O)=C(O)C(=O)N1CCN1CCOCC1 (centres undefined),0.6,0,11,0.4
O=c1c2c3c(sc2nc(Cc2ccccc2)n1Cc1c(F)cccc1Cl)CCCC3,-0.1,1,-2,-0.2
CNC(=O)Oc1ccc2c(c1)[C@]1(C)CCN(C)[C@@H]1N2C,1.7&1.1&1.3&1.2,-11&18&-15&14,7&-12&-2,0.1&0.3&0.1&0.0
CCOc1ccccc1/C=C1/NC(=O)NC1=O,0.5,-2,10,0.0
O=C(NCc1ccc(Cl)cc1)c1ccc2c(c1)NC(=O)C(CS(=O)(=O)Cc1ccc(F)cc1)N2 (centres undefined),0.4,-3,3,0.1
COc1ccc(CCN=C(NC(=O)Nc2ccccc2)Nc2nc(C)cc(C)n2)cc1OC,0.1,1,-1,0.2
CN(C)C(CNc1ncnc2sc3c(c12)CCCC3)c1ccco1 (centres undefined),-0.9,-2,-6,-0.1
CCNC(=O)C1CC(=O)N(c2ccc(OCC)cc2)C1 (centres undefined),-1.3,6,-1,0.2
N#CC1=C(N)Oc2nc[nH]c(=O)c2C1c1ccncc1 (centres undefined),1.2,1,6,-0.1
Cc1cncc2c(S(=O)(=O)N3CC[C@H](NC(=O)CN)C3)cccc12,6.1*,8,5,-0.1
COc1ccccc1OCc1cc(C(=O)NCc2ccc(F)cc2F)no1,0.1,-1,-37,-0.2
Cc1cnc(NC(=O)C2CC3CCC2C3)s1 (centres undefined),0.0,5,-40,-0.4
CC1CCCC(NC(=O)c2cccnc2SCc2ccccc2F)C1C (centres undefined),-1.5,19,13,0.4
O=C(Nc1cc([N+](=O)[O-])ccc1Cl)c1cccc2c(Br)cccc12,0.5,16,-3,0.1
Cn1c(-c2ccccc2)cn2cc(-c3ccccc3)nc12,-2.3,-9,100*,-0.1

# Laid out differently: 16 of the compounds above.
# Values in the order: GPR151 ag | MITF primary | TEAD-YAP block | FBW7 activator
- CCN1CCN(c2ccc(N3CCN(C(=O)c4ccc(OC)cc4)CC3)nn2)CC1
 : -0.7 | -5 | 1 | -0.1
- COc1ccccc1C1C(C(C)=O)=C(O)C(=O)N1CCN1CCOCC1 (centres undefined)
 : 0.6 | 0 | 11 | 0.4
- O=c1c2c3c(sc2nc(Cc2ccccc2)n1Cc1c(F)cccc1Cl)CCCC3
 : -0.1 | 1 | -2 | -0.2
- CNC(=O)Oc1ccc2c(c1)[C@]1(C)CCN(C)[C@@H]1N2C
 : 1.7&1.1&1.3&1.2 | -11&18&-15&14 | 7&-12&-2 | 0.1&0.3&0.1&0.0
- CCOc1ccccc1/C=C1/NC(=O)NC1=O
 : 0.5 | -2 | 10 | 0.0
- O=C(NCc1ccc(Cl)cc1)c1ccc2c(c1)NC(=O)C(CS(=O)(=O)Cc1ccc(F)cc1)N2 (centres undefined)
 : 0.4 | -3 | 3 | 0.1
- COc1ccc(CCN=C(NC(=O)Nc2ccccc2)Nc2nc(C)cc(C)n2)cc1OC
 : 0.1 | 1 | -1 | 0.2
- CN(C)C(CNc1ncnc2sc3c(c12)CCCC3)c1ccco1 (centres undefined)
 : -0.9 | -2 | -6 | -0.1
- CCNC(=O)C1CC(=O)N(c2ccc(OCC)cc2)C1 (centres undefined)
 : -1.3 | 6 | -1 | 0.2
- N#CC1=C(N)Oc2nc[nH]c(=O)c2C1c1ccncc1 (centres undefined)
 : 1.2 | 1 | 6 | -0.1
- Cc1cncc2c(S(=O)(=O)N3CC[C@H](NC(=O)CN)C3)cccc12
 : 6.1* | 8 | 5 | -0.1
- COc1ccccc1OCc1cc(C(=O)NCc2ccc(F)cc2F)no1
 : 0.1 | -1 | -37 | -0.2
- Cc1cnc(NC(=O)C2CC3CCC2C3)s1 (centres undefined)
 : 0.0 | 5 | -40 | -0.4
- CC1CCCC(NC(=O)c2cccnc2SCc2ccccc2F)C1C (centres undefined)
 : -1.5 | 19 | 13 | 0.4
- O=C(Nc1cc([N+](=O)[O-])ccc1Cl)c1cccc2c(Br)cccc12
 : 0.5 | 16 | -3 | 0.1
- Cn1c(-c2ccccc2)cn2cc(-c3ccccc3)nc12
 : -2.3 | -9 | 100* | -0.1

# Continuation:
SMILES,GPR151 ag,MITF primary,TEAD-YAP block,FBW7 activator
COc1cccc(N2C(=O)/C(=C/c3ccccn3)SC2=S)c1,2.4,3,1,-0.2
Cc1cc(C)c(C#N)c(Nc2ccccc2)n1,-1.7,3,3,0.0
CCOC(=O)c1sc2nc(SCC(=O)N3CCCc4ccccc43)n(Cc3ccc(OC)cc3)c(=O)c2c1C,1.5,-4,-9,0.1
COc1ccc(C2=NN(C(=O)CCC(=O)O)C(c3ccccc3Cl)C2)cc1 (centres undefined),-0.1,1,5,0.0
O=C(CCCC(=O)c1ccccc1)NCCc1ccccc1F,2.2,8,2,0.1
Cn1nnnc1SCC(=O)Nc1cc(C(=O)O)cc(C(=O)O)c1,-1.7,-5,2,-0.2
O=C(Nc1cc(Oc2ccc(F)cc2)cc([N+](=O)[O-])c1)c1cc2nc(-c3ccc(Br)cc3)cc(C(F)(F)F)n2n1,0.0,12,6,0.0
COc1ccc(-c2noc(CSc3nnc(-c4ccccc4)n3C)n2)cc1,-2.5,2,0,0.3
COc1ccc(OCC(O)Cn2c(NCCCn3ccnc3)nc3c2c(=O)[nH]c(=O)n3C)cc1 (centres undefined),-0.5,0,-2,-0.1
COc1cccc(NC(=O)CCC2CCN(C(=O)CSc3ccccc3)CC2)c1,-0.5,5,6,-0.1
COc1ccccc1NC(=O)c1ccc(NS(C)(=O)=O)cc1,-0.5,4,4,0.1
COC(=O)c1c(C(F)(F)F)cc(C(F)(F)F)nc1/C=C/N(C)C,-3.1,4,6,0.0
Cc1c(C(=O)N2CCN(c3ccc([N+](=O)[O-])cc3)CC2)sc2ncn(CC(=O)N3CCCCC3)c(=O)c12,0.1,3,3,-0.1
CCSc1nc2ccccc2n1CCOc1ccc(Cl)cc1,-0.7,-10,-31,-0.1
COc1ccc(-c2csc(Nc3cc(OC)ccc3OC)n2)cc1,0.3,6,-1,-0.2
Cc1ccc(C)c(N2C(=O)C3C4C=CC(C4)C3(C)C2=O)c1 (centres undefined),-1.4,12,-4,0.7
COc1cc2c(=O)nc3n(c2cc1OC)CC(O)=C3c1nc(-c2ccccc2)cs1,-1.3,-5,2,0.1
O=C(O)c1ccc(CNS(=O)(=O)c2ccc(F)cc2)cc1,-0.7,0,-13,0.1
Cc1cc(=O)nc2c3ccccc3n(CC(=O)O)n12,1.0,-1,-4,-0.1
